# Compound activity as filed in PubChem.
# hIAP block – human IAP inhibitors, primary screen, biochemical, luminescence, uHTS. purified IAP, CDP-Star luminescence, 30 min. inhibition, % at 10 µM. hit rate 0.12% among 330,000;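 active = inhibition reaching a set limit with compound at 10 µM in the primary screen, cut at about 35% in these data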;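 note: plate controls were DMSO wells with enzyme for no effect and no-enzyme buffer wells for full effect; values of inactives mirror those of a sister screen read the other way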
# hIAP act – human IAP activators, primary screen, biochemical, luminescence, uHTS. Intestinal-type alkaline phosphatase (Homo sapiens), P09923. purified human IAP, CDP-Star luminescence, 30 min; active compounds read high; 1 = vehicle-only enzyme, 0 = enzyme-free background. activation factor at 10 µM. hit rate 0.16% among 330,000;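 active = activation factor of the enzyme at least 2-fold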; note: the source names both 10 and 20 µM as test concentration; values of inactives mirror those of a sister screen read the other way
# PfG6PD inh – PfG6PD enzyme inhibitors, primary screen, biochemical, fluorescence intensity, uHTS | hit rate 0.78% among 350,000 | PfGluPho enzyme, NADPH resazurin-diaphorase fluorescence | inhibition, % at 20 µM | glucose-6-phosphate dehydrogenase-6-phosphogluconolactonase (Plasmodium falciparum 3D7) | AID 504690, 2011;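 active = inhibition reaching at least a set limit at 20 µM in the primary screen, cut at about 59% in these data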;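 note: 0% = DMSO wells with substrate and 100% = DMSO wells lacking glucose-6-phosphate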
# mIAP inh – inhibitors of mouse IAP, primary screen, biochemical, luminescence, uHTS | intestinal alkaline phosphatase [Mus musculus] | purified mouse IAP, CDP-Star luminescence, 30 min | inhibition, % at 10 µM | hit rate 0.2% among 330,000 | AID 2806, 2010;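 active = inhibition of at least 40% at 10 µM in the primary screen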;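 note: plate controls were DMSO with enzyme for no effect and no enzyme wells for full effect; values of inactives mirror those of a sister screen read the other way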
# ATG4B inhibitor – ATG4B protease inhibitors, primary screen, biochemical, fluorescence, uHTS; Cysteine protease ATG4B (Homo sapiens), Q9Y4P1; ATG4B cleavage of LC3-PLA2, NBD-HPC fluorescence, 1 h; inhibition, % at 8.33 µM; hit rate 0.51% among 340,000; AID 504462, 2011; in the data active = inhibition above about 40%
# HKDC1 inh – HKDC1 hexokinase inhibitors, primary screen, biochemical, fluorescence, uHTS; Q2TB90; recombinant HKDC1, G6PDH/diaphorase resazurin coupled fluorescence; inhibition, % at 20 µM; hit rate 0.16% among 340,000; AID 493160, 2011;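 active = inhibition above about 35% when tested at 20 µM, limit read from the data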;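 note: plate controls were DMSO wells with enzyme for no effect and DMSO wells lacking enzyme for full effect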
# Target sequence (Q2TB90 whole entry, looked up): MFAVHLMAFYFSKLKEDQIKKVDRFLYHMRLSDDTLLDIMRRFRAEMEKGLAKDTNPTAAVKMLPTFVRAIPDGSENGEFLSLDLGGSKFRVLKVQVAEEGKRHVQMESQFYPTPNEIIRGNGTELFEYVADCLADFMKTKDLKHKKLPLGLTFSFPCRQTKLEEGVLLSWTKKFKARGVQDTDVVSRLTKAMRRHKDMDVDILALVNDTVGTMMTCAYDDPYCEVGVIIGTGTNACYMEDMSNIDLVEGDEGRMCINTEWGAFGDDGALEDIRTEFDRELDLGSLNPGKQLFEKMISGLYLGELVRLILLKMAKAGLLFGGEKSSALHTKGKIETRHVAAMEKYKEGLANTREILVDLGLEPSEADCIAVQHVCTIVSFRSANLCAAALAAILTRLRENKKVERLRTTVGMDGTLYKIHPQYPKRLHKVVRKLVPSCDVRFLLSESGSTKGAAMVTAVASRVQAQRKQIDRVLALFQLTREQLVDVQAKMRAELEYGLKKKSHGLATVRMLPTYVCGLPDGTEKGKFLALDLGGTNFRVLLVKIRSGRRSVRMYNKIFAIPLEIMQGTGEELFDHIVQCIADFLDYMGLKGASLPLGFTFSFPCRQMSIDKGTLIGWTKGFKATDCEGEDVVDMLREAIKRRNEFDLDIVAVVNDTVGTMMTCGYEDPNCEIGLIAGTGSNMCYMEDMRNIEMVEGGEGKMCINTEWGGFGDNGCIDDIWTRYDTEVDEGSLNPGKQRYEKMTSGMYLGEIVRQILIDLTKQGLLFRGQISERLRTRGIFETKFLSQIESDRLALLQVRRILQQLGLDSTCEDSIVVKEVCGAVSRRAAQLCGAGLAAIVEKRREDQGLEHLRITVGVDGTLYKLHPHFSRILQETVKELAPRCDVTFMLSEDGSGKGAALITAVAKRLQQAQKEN
#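 Assay system: in-house recombinant HK5 (HKDC1) enzyme. Input: HKDC1 at 5 µg/mL. Medium: Tris pH 8.0 buffer with MgCl2, Tween-20, BSA, BME. Dosing: single 20 µM dose. Schedule: 90 min reaction incubation at room temperature, dark. Signal: resazurin-to-resorufin fluorescence via G6PDH and diaphorase coupling, 525/613 nm. Controls: DMSO-enzyme wells negative, buffer-substituted wells positive.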
# mIAP activ – activators of mouse IAP, primary screen, biochemical, luminescence, uHTS. intestinal alkaline phosphatase [Mus musculus]. muIAP, CDP-Star luminescence, 30 min; active compounds read high; 1 = vehicle-only enzyme signal, 0 = enzyme-free wells. activation factor at 10 µM. hit rate 0.24% among 330,000;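 active = activation factor of at least 2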; note: the source names both 10 and 20 µM as test concentration; values of inactives mirror those of a sister screen read the other way
#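 System: mouse IAP enzyme. Reagent: CDP-Star chemiluminescent phosphatase substrate. Benchmarks: DMSO wells, no-enzyme wells. Times: 30 min enzyme-substrate-compound incubation at room temperature. Detection: luminescence from enzymatic CDP-Star hydrolysis. Doses: test compounds delivered from DMSO solution.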
# APOBEC3A inh – APOBEC3A ssDNA deaminase inhibitors, primary screen, selectivity assay for APOBEC3G inhibitor project, biochemical, FAM/TAMRA oligo cleavage fluorescence | inhibition, % at 20 µM | recombinant A3A, FAM/TAMRA ssDNA deamination fluorescence | DNA dC->dU-editing enzyme APOBEC-3A (Homo sapiens), P31941 | hit rate 0.41% among 330,000;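 active = at least 40% inhibition at 20 µM here, with at most 30% in a related deaminase screen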;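 note: plate controls were A3A with DMSO for no effect and wells lacking A3A enzyme for full effect; some results filed as inactive read as strong as hits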
# Target sequence (P31941 whole entry, looked up): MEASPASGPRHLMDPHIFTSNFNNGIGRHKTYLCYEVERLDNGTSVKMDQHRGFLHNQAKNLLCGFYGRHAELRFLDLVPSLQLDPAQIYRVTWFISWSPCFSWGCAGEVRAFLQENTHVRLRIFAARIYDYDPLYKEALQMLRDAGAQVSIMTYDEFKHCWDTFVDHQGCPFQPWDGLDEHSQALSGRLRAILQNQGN
# Active calls of the source: *; . = not tested or not shown. Not a hit list. Share with any hit: about 2.4%.
SMILES,hIAP block,hIAP act,PfG6PD inh,mIAP inh,ATG4B inhibitor,HKDC1 inh,mIAP activ,APOBEC3A inh
Cc1cc(SCC(=O)Nc2ccccc2)n2ncc(-c3ccccc3)c2n1,26.2,0.738,-1.8,2.8,-0.6,-2.4,0.972,-1.0
O=C(Nc1nnc(-c2ccc(Cl)s2)o1)C1CC1,11.0,0.89,16.4,8.1,-4.8,-5.9,0.919,-3.3
Cc1ccc(NC(=O)C2CC(=O)NC(N3CCCCC3)=N2)cc1Cl (stereo not given),12.5,0.875,-1.2,-1.6,-6.5,0.0,1.02,-1.4
C[C@]12c3[nH]c4cc(-c5ccco5)ccc4c3CCN1C(=O)[C@@H](CC(=O)NCCCn1ccnc1)C[C@@H]2C(=O)N1CCCCC1,.,.,13.5,-19.8,-3.8,-5.3,1.2,-2.4
COC(=O)[C@@H]1C[C@@H](c2ccccc2)[C@H](C)C1(C)C,-2.7,1.03,-0.3,6.6,1.3,-3.5,0.934,-5.1
Cc1ccccc1NC(=O)NCCCN1CCCC1=O,15.1,0.849,-7.3,-5.7,-3.3,-3.0,1.06,3.5
Cc1ccc(NS(=O)(=O)c2cccs2)cc1S(=O)(=O)N1CCCCCC1,1.3,0.987,-23.3,1.4,0.2,5.4,0.986,-0.5
Clc1ccc(OCc2nn3c(-c4ccco4)nnc3s2)c(Cl)c1,-3.4,1.03,-1.0,7.3,-1.9,-3.6,0.927,5.1
CCOC(=O)c1c(NC(=O)C[n+]2ccc(N(C)C)cc2)sc(C)c1C,-4.6,1.05,-1.5,-6.1,-0.2,-5.7,1.06,0.6
CCOC(=O)c1c(C)n(C)c2ccc(OCC(N)=O)cc12,8.4,0.916,-19.4,0.6,2.7,11.0,0.994,-1.7
COc1ccc(C2CC(c3ccccc3)=NN2C(=O)COC(=O)COc2ccccc2)cc1 (stereo not given),10.5,0.895,6.6,0.5,-7.4,-2.1,0.995,0.7
Nc1nc(NCCCN2CCOCC2)nc(NCc2ccccc2)c1[N+](=O)[O-],10.6,0.894,-2.7,3.6,-5.5,6.8,0.964,-4.4
CCOC(=O)C1(S(=O)(=O)c2ccccc2)CCN(Cc2ccc(Cl)cc2)CC1,-24.5,1.25,52.9,9.5,-5.4,4.1,0.905,-1.2
COc1cc(C(=O)N2CCN(c3cc(Cl)ccc3Cl)CC2)cc(OC)c1OC,1.5,0.985,0.3,-9.2,-3.9,-3.2,1.09,-3.9
O=C(NC(=S)NC1CCCc2ccccc21)c1ccc(F)cc1 (stereo not given),25.3,0.747,9.7,8.9,3.0,7.5,0.911,-5.6
O=C(c1ccc(S(=O)(=O)N2CCCCCC2)cc1)N1CCN(Cc2ccccc2)CC1,-4.7,1.05,-1.5,-5.4,-2.0,-6.1,1.05,-1.2
Cc1cccc2c1CC(C)(C)N=C2C1=C(O)CC(C)(C)CC1=O,-10.8,1.11,-7.2,2.8,-0.7,-5.4,0.972,-2.9
CCC(C)(C)NC(=O)CN(C(=O)CCC(=O)Nc1ccccn1)c1ccc2c(c1)OCO2,9.4,0.906,2.3,2.7,-9.7,-2.7,0.973,-2.3
O=C(NCCO)/C(=C\c1ccc(Br)cc1)NC(=O)c1cccs1,-4.7,1.05,-1.4,-5.9,1.7,-10.0,1.06,-2.8
COc1ccc(OC)c(/C=N/n2c(-c3n[nH]c4c3CCC4)n[nH]c2=S)c1,-66.7,1.67,56.1,1.2,-10.4,6.7,0.988,-6.2
CCNC(=O)C(=O)Nc1ccc(OC)c(Cl)c1,1.4,0.986,-15.6,-16.1,2.8,2.7,1.16,2.9
CC(OC(=O)c1cccnc1SCc1cc(=O)n2ccccc2n1)c1ccccn1 (stereo not given),5.9,0.941,0.8,-3.6,10.4,-0.4,1.04,6.5
CNC(=S)N(CCc1c(C)[nH]c2ccc(C)cc12)Cc1cc(OC)c(OC)c(OC)c1,9.8,0.902,6.2,-7.0,-11.3,-1.6,1.07,-2.8
Cc1ccc(Nc2nnc(SCC(=O)Nc3ccccc3[N+](=O)[O-])s2)cc1,24.5,0.755,7.2,2.3,9.3,-15.0,0.977,-2.1
COc1ccccc1-c1nn(-c2ccccc2)cc1C(=O)NCC(c1ccco1)N1CCCC1 (stereo not given),-1.6,1.02,-3.4,5.7,-8.1,-3.8,0.943,-6.3
Cc1ccnc(NS(=O)(=O)c2ccc(N)cc2)n1,9.9,0.901,12.1,0.0,-0.4,-1.9,1,-5.3
Nc1nc(NCc2ccccc2)nc(NCCO)c1[N+](=O)[O-],-1.7,1.02,2.4,-0.4,4.0,-0.4,1,-4.0
Cc1cc(-c2n[nH]c(=S)o2)c(C)n1-c1ccccc1,-4.7,1.05,-7.5,3.3,6.0,-3.0,0.967,5.1
CCOC(=O)c1cc(NC(=O)c2cc(C)on2)cc(C(=O)OCC)c1,20.1,0.799,-4.5,2.2,2.1,7.2,0.978,1.1
CC(C)COc1cccc(C(=O)NC(=S)Nc2cccc(NC(=O)c3ccccc3Cl)c2)c1,1.9,0.981,-5.5,12.5,-1.3,0.2,0.875,-2.9
CC(=O)Nc1ccc(Nc2ncnc3c2cnn3-c2ccc(C)cc2C)cc1,7.9,0.921,3.3,-0.9,-0.9,-4.1,1.01,0.9
COc1ccc(OCC(=O)Nc2cc(NC(=O)c3ccco3)ccc2OC)cc1,-8.7,1.09,-6.7,1.2,5.6,-6.8,0.988,1.2
CCCCCCCN=C(C)c1ccccc1O,-17.9,1.18,5.0,0.1,-6.9,2.2,0.999,0.6
C=CCNC(=S)N1CCN(CCN=Cc2c(C)[nH]n(-c3ccc([N+](=O)[O-])cc3)c2=O)CC1,1.5,0.985,-4.2,-6.5,9.2,4.4,1.06,1.1
Cc1nc(SCc2ccccc2)c([N+](=O)[O-])[nH]1,5.3,0.947,-5.4,-5.0,-7.1,-7.9,1.05,-1.0
CCOC(=O)N1CCN(C(=O)c2ccc(OC)c(OC)c2)CC1,10.3,0.897,5.6,-1.1,0.6,-10.2,1.01,-4.0
Cn1c(SCc2ccccn2)nnc1-c1cnccn1,19.9,0.801,-13.8,1.0,15.3,-6.5,0.99,1.7
CCS(=O)(=O)C1=NSC2=NC(=O)/C(=C\c3cc(C)n(-c4cccc(OC)c4)c3C)C(=N)N21,-16.4,1.16,-21.7,9.6,22.6,-6.0,0.904,-3.8
CCOC(=O)c1cc(S(=O)(=O)Nc2cccc(OC)c2)cn1C,2.8,0.972,2.1,0.1,7.5,-4.7,0.999,-1.8
CC1(C)CC2CC(C)(CN2C(=O)c2ccccc2)C1 (stereo not given),-21.9,1.22,12.9,-15.5,-16.5,-6.5,1.16,-1.0
Cc1ccc(C(NC(=O)N2CCOCC2)=C(Cl)Cl)cc1F,-18.4,1.18,-3.8,-2.7,-2.2,-6.7,1.03,8.7
COc1ccccc1NS(=O)(=O)c1cccc(NC(=O)Nc2ccccc2)c1,-9.2,1.09,3.0,-84.6,4.2,6.0,1.85,0.5
CC1=C(C(=O)OC(C)C)C(c2cccs2)N2C(=O)C(C)SC2=N1 (stereo not given),-11.1,1.11,2.5,8.0,-15.4,-4.1,0.92,2.1
CCOC(=O)CC(=O)NC(C)(C)CCCCC(C)(C)NC(=O)CC(=O)OCC,-4.3,1.04,1.1,-4.3,-4.6,4.1,1.04,-1.7
COc1ccc(NC(=O)/C=C/c2ccc(OC)c(OC)c2)cn1,-19.9,1.2,15.9,4.9,-11.8,-4.5,0.951,1.5
CC1(C)CC(=O)C2=C(C1)NC(SCC(=O)Nc1ccccc1)=C(C#N)C2c1ccco1 (stereo not given),1.9,0.981,20.0,16.8,3.9,5.7,0.832,-2.4
COc1ccccc1C(=O)N(Cc1ccco1)C1CCS(=O)(=O)C1 (stereo not given),-2.1,1.02,15.1,-8.1,-5.7,2.2,1.08,-1.2
COc1ccc(CCNC(=O)CNS(=O)(=O)c2ccc(Br)s2)cc1OC,-9.0,1.09,-20.2,1.2,4.0,-6.4,0.988,0.5
N#CCCN(C(=O)COC(=O)CCc1ccccc1)c1ccccc1,-5.5,1.05,1.7,8.5,0.7,-3.2,0.915,-1.1
CC(Cc1cccs1)NC(=S)Nc1ccccc1 (stereo not given),8.6,0.914,9.4,-10.2,-3.1,-8.9,1.1,-3.9
# Continued:
SMILES,hIAP block,hIAP act,PfG6PD inh,mIAP inh,ATG4B inhibitor,HKDC1 inh,mIAP activ,APOBEC3A inh
Cc1c(Cl)cnc(NC(=O)COC(=O)c2cccc(S(=O)(=O)N3c4ccccc4CC3C)c2)c1Cl (stereo not given),15.5,0.845,15.4,21.0,0.1,2.1,0.79,3.3
Cc1sc2ncn(CC(=O)NC3CCCCC3)c(=O)c2c1C,16.5,0.835,-17.8,1.3,8.2,-8.0,0.987,-5.7
CN1C(=O)CC(N2CCN(c3ccccc3)CC2)C1=O (stereo not given),-8.8,1.09,-17.5,-1.8,-4.2,2.2,1.02,2.5
COc1ccc(/C=N\N=C2/SC(CC(=O)O)C(=O)N2c2ccc(O)cc2)cc1OC (stereo not given),1.1,0.989,-15.7,-3.9,-1.8,-0.2,1.04,-2.2
COC(=O)C1=C(CS(=O)(=O)c2cc(Cl)ccc2OC)NC(=O)NC1c1ccc(O)c(OC)c1 (stereo not given),13.1,0.869,-1.7,9.8,5.0,-5.0,0.902,-3.2
CCOC(=O)C1C(=O)C=C(c2ccc(NS(C)(=O)=O)cc2)CC1c1ccco1 (stereo not given),-18.9,1.19,-25.3,5.1,-8.0,-0.8,0.949,2.8
Fc1cc2nc(-c3ccncc3)[nH]c2cc1F,3.4,0.966,0.7,4.2,2.3,-1.1,0.958,-2.3
COc1ccc(NC(=S)Nc2ccc(S(N)(=O)=O)cc2)c(OC)c1,-15.7,1.16,17.5,3.3,-7.0,0.6,0.967,0.6
O=C1C(=O)N(CC(=O)N2CCCC2)c2ccccc21,3.5,0.965,12.7,-5.0,8.9,-8.1,1.05,-3.7
CC(=O)Nc1ccc(OCC(O)CN2CCN(S(=O)(=O)c3ccc(NC(C)=O)cc3)CC2)cc1 (stereo not given),10.0,0.9,-4.3,3.6,0.5,5.2,0.964,0.1

# Three entries from above, with tabs.
compound	hIAP block	hIAP act	PfG6PD inh	mIAP inh	ATG4B inhibitor	HKDC1 inh	mIAP activ	APOBEC3A inh
O=C1C(=O)N(CC(=O)N2CCCC2)c2ccccc21	3.5	0.965	12.7	-5.0	8.9	-8.1	1.05	-3.7
CCOC(=O)C1C(=O)C=C(c2ccc(NS(C)(=O)=O)cc2)CC1c1ccco1 (stereo not given)	-18.9	1.19	-25.3	5.1	-8.0	-0.8	0.949	2.8
Cc1c(Cl)cnc(NC(=O)COC(=O)c2cccc(S(=O)(=O)N3c4ccccc4CC3C)c2)c1Cl (stereo not given)	15.5	0.845	15.4	21.0	0.1	2.1	0.79	3.3
